High-throughput results as filed in PubChem.
KB-3-1 cytotox: KB-3-1 parental cell cytotoxicity | KB-3-1 viability, CellTiter-Glo ATP luminescence, 72 h | Potency, µM (highest dose often 46.1 µM), inactives show at the highest dose activity change, negative = cytotoxic, usual class: cytotoxic | hit rate 1.4% among 400,000 | AID 1347075; note: nearly all actives have a fitted effect of over 60% in size
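Cells are dispensed, compounds pinned in, plates held at 37 °C for 72 h, then CellTiter-Glo is added and luminescence read after 10 minutes. Cell line: parental KB-3-1 in phenol-red-free DMEM, 10% FBS.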
ATXN2 expr inh: reduces ATXN2 reporter expression in HEK-293 cells; HEK-293 ATXN2-luciferase reporter, luminescence, 24 h; Potency, µM (doses to about 57 µM), for inactives: at the highest dose activity change, negative = inhibition, actives largely listed as inhibitors; hit rate 0.72% among 360,000; AID 1745845; note: nearly all actives have a fitted effect of over 55% in size
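ATXN2-luciferase reporter cells (luciferase flanked by upstream and downstream ATXN2 gene portions) were treated 24 h at 37 °C with compounds at up to 57 uM. SteadyGlo luminescence gave expression; GF-AFC fluorescence gave viability.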
KB-V1 cytotox: KB-V1 MDR subline cytotoxicity | KB-V1 MDR cells viability, CellTiter-Glo, 72 h | Potency, µM (highest dose often 46.1 µM), for the others: at the highest dose activity change, negative = cytotoxicity, most hits filed as cytotoxic | hit rate 3.4% among 400,000 | AID 1347076; note: nearly all actives have a fitted effect of over 60% in size
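Potencies derive from concentration-effect curves fitted to normalized luminescence (CellTiter-Glo) of KB-V1 cells treated for 72 h at 37 degrees C in phenol-red-free DMEM containing 10% FBS.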
The depositor's hits bear a star; [ ] = another dose, or the depositor's remark. Calls come from the whole dose curve; as a rule, active = well fitted curve in the direction sought with a large enough effect; inconclusive = small, poorly fitted or top-dose-only effect, or another doubt; inactive = no such curve, though single readings can be large; an effect the other way counts as inactive or inconclusive. % is set by controls: 0 for no effect and ±100 for the full control effect; potency is the fitted concentration of half-maximal effect. A portion of the library, so the mix of outcomes need not match the whole.

Screening Cc1cccc(Cn2cnc3c(cnn3-c3ccc(Cl)cc3)c2=O)c1 returned KB-3-1 cytotox -0.4%, ATXN2 expr inh 2.9% and KB-V1 cytotox 6.0%.
`COc1ccc(NC(=O)CSc2nc3c(c(=O)[nH]2)CCC3)cc1` gave KB-3-1 cytotox -12.2%, ATXN2 expr inh -4.9% and KB-V1 cytotox -1.2%.
`Cc1cc(NS(=O)(=O)c2ccc(NC(=O)COc3c(C)ccc(C)c3C)cc2)nc(C)n1` gave KB-3-1 cytotox 1.8%, ATXN2 expr inh -22.0% and KB-V1 cytotox 23.0%.
For CCOc1ccc(-n2c(Cc3ccccc3)nnc2SCc2nc(-c3ccccc3C)no2)cc1 the results were KB-3-1 cytotox 9.3%, ATXN2 expr inh -11.2% and KB-V1 cytotox -17.5%.
For N#Cc1ccc(C(=O)Nc2ccc(Cl)c(-c3nc4cc(Cl)ccc4o3)c2)c(F)c1 the results were KB-3-1 cytotox 10.9%, ATXN2 expr inh -23.4% and KB-V1 cytotox 23.0%.
`CC1=C(C(=O)Nc2ccc(F)cc2)C(c2ccc(N(C)C)cc2)NC(=O)N1` (stereo not given) gave KB-3-1 cytotox -0.6%, ATXN2 expr inh 7.3% and KB-V1 cytotox 13.7%.
Screening C=Cc1ccc(CSc2nnc(C)n3c2cc2occc23)cc1 returned KB-3-1 cytotox -7.2%, ATXN2 expr inh 3.2% and KB-V1 cytotox -11.9%.
CCc1cccc(NC(=O)Cn2c(C(=O)OC)cc3occc32)c1 was read as KB-3-1 cytotox 7.9%, ATXN2 expr inh 10.9% and KB-V1 cytotox 4.6%.
For O=c1c2cc3c(cc2n(Cc2ccccc2)c(=O)n1Cc1nc(-c2ccccc2)no1)OCO3 the results were KB-3-1 cytotox -3.7%, ATXN2 expr inh -12.7% and KB-V1 cytotox -2.2%.
Screening COc1cc(OC)cc(C(=O)Nc2c(C(=O)Nc3ccc(F)cc3)oc3ccccc23)c1 returned KB-3-1 cytotox -7.8%, ATXN2 expr inh 2.7% and KB-V1 cytotox inconclusive.
Screening COc1ccc(CCNC(=O)c2cc3c(=O)[nH]c4ccc(C)cc4c3s2)cc1OC returned KB-3-1 cytotox 6.9%, ATXN2 expr inh -7.1% and KB-V1 cytotox 11.5%.
Cc1c(C(=O)N(Cc2cccc(Cl)c2)Cc2ccco2)oc2ccccc12 was read as KB-3-1 cytotox -3.3%, ATXN2 expr inh 6.6% and KB-V1 cytotox 1.0%.
For CCOC(=O)C1CCCN(CC(=O)Nc2cc(C)c3c(=O)oc4ccccc4c3n2)C1 (stereo not given) the results were KB-3-1 cytotox -5.7%, ATXN2 expr inh 7.2% and KB-V1 cytotox 1.1%.
`CCOc1ccc(CN2CCN(c3ncnc4sc5c(c34)CC(C)CC5)CC2)cc1` (stereo not given) gave KB-3-1 cytotox -3.6%, ATXN2 expr inh 11.9% and KB-V1 cytotox inconclusive.
`Cc1ccc2nc(-c3ccsc3)c(Nc3ccccc3C)n2c1` gave KB-3-1 cytotox 11.6%, ATXN2 expr inh 10.0% and KB-V1 cytotox 1.8%.
CCOc1ccccc1NC(=O)CSc1nnc(N)s1 was read as KB-3-1 cytotox -11.5%, ATXN2 expr inh -7.0% and KB-V1 cytotox 16.3%.
For Cc1ccn2c(Nc3ccc4c(c3)OCCO4)c(-c3ccc(C)s3)nc2c1 the results were KB-3-1 cytotox -2.3%, ATXN2 expr inh 40.6%[activator] and KB-V1 cytotox 4.3%.
`CCc1ccc(-n2c(=O)c3sc4ccccc4c3n(CC(=O)N(CC)Cc3ccccc3)c2=O)cc1` gave KB-3-1 cytotox 18.5%, ATXN2 expr inh 9.0% and KB-V1 cytotox 12.4%.
Screening COc1cc(-c2noc(CN3CCN(c4ccccc4)CC3)n2)cc(OC)c1OC returned KB-3-1 cytotox -5.7%, ATXN2 expr inh -12.9% and KB-V1 cytotox 4.6%.
CN1C(=O)c2ccccc2Sc2ccc(NC(=O)c3ccccc3F)cc21 was read as KB-3-1 cytotox -13.2%, ATXN2 expr inh inconclusive and KB-V1 cytotox inconclusive.
For CCN(C(=O)C(NS(=O)(=O)c1cccc2nsnc12)c1ccccc1)c1ccccc1 (stereo not given) the results were KB-3-1 cytotox 3.8%, ATXN2 expr inh -6.1% and KB-V1 cytotox -14.2%.
Cc1cccc(N2CCN(C(=O)Cc3c(C(=O)O)c(C)cn3C)CC2)c1C was read as KB-3-1 cytotox 0.5%, ATXN2 expr inh 7.5% and KB-V1 cytotox 7.9%.
CCCOc1ccc(OC(=O)c2sc3ncn(Cc4cccc(F)c4)c(=O)c3c2C)cc1 was read as KB-3-1 cytotox 1.6%, ATXN2 expr inh 12.0% and KB-V1 cytotox 7.2%.
For Cc1ccccc1NC(=O)CSc1nc2ccccc2c2nc(CCn3c(C)nc4ccccc43)nn12 the results were KB-3-1 cytotox -1.5%, ATXN2 expr inh 6.2% and KB-V1 cytotox 29.5%.
For CCC(C(=O)Nc1cc(OC)ccc1OC)n1nc(-c2ccccc2)c2c(c1=O)CCCC2 (stereo not given) the results were KB-3-1 cytotox inconclusive, ATXN2 expr inh inconclusive and KB-V1 cytotox inconclusive.
CC(CNC(=O)c1csc2c1CCCCC2)c1ccccc1 (stereo not given) was read as KB-3-1 cytotox -0.8%, ATXN2 expr inh 39.5%[activator] and KB-V1 cytotox 13.0%.
`CCOc1ccc(N(CC(=O)Nc2ccc3c(c2)OCO3)S(=O)(=O)c2ccccc2)cc1` gave KB-3-1 cytotox -10.5%, ATXN2 expr inh -7.0% and KB-V1 cytotox 4.8%.
For O=C(Cn1ncc2c3ccccc3n(Cc3ccccc3F)c2c1=O)N1CCCCCC1 the results were KB-3-1 cytotox -0.7%, ATXN2 expr inh 6.4% and KB-V1 cytotox inconclusive.
CCSc1oc(-c2cccs2)nc1S(=O)(=O)c1ccc(Br)cc1 was read as KB-3-1 cytotox -1.4%, ATXN2 expr inh 3.8% and KB-V1 cytotox -21.3%.
`CCC(C(=O)Nc1ccc(F)cc1F)n1nc(-c2ccccc2)c2c(c1=O)CCCC2` (stereo not given) gave KB-3-1 cytotox 9.4%, ATXN2 expr inh -15.3% and KB-V1 cytotox -0.4%.
`CC(=O)c1cccc(NC(=O)c2cc3c(s2)-c2c(C)cccc2OC3)c1` gave KB-3-1 cytotox -6.9%, ATXN2 expr inh inconclusive and KB-V1 cytotox -12.5%.
For CCOc1ccc(NC(=O)CSc2oc(-c3ccco3)nc2S(=O)(=O)c2ccc(C)cc2)cc1 the results were KB-3-1 cytotox 3.0%, ATXN2 expr inh -10.6% and KB-V1 cytotox 0.0%.
`COc1cc(C)cc2oc(=O)c(CC(=O)NCCc3ccc(Cl)cc3)c(C)c12` gave KB-3-1 cytotox -23.7%, ATXN2 expr inh -5.2% and KB-V1 cytotox inconclusive.
`CCOc1ccc(NC(=O)CC2C(=O)N(c3cccc(OC)c3)C(=O)N2C2CCCCC2)cc1` (stereo not given) gave KB-3-1 cytotox -9.0%, ATXN2 expr inh 13.0% and KB-V1 cytotox 9.4%.
For Cc1c(CNCCc2ccc(S(N)(=O)=O)cc2)c(C(=O)O)c(C)n1Cc1ccc(Cl)cc1 the results were KB-3-1 cytotox 0.0%, ATXN2 expr inh -1.9% and KB-V1 cytotox -1.5%.
For COc1ccc(-c2cc3nc(N)cc(=O)n3[nH]2)cc1 the results were KB-3-1 cytotox inconclusive, ATXN2 expr inh 27.0% and KB-V1 cytotox 0.0%.
CCC(=O)N1CCc2cc(S(=O)(=O)N(C)c3cccc(C)c3)ccc21 was read as KB-3-1 cytotox -13.2%, ATXN2 expr inh 4.5% and KB-V1 cytotox -12.0%.
For O=C(O)CCn1ccc2cc(S(=O)(=O)N3CCCCC3)ccc21 the results were KB-3-1 cytotox 3.7%, ATXN2 expr inh 7.0% and KB-V1 cytotox -19.6%.
COc1ccc(-n2c(=O)c3c(C)c(C)sc3n(CC(=O)NCc3ccc(C)cc3)c2=O)c(OC)c1 was read as KB-3-1 cytotox 2.4%, ATXN2 expr inh -2.6% and KB-V1 cytotox 13.3%.
`Cn1nc(-c2ccccc2F)c2cc(C(=O)N3CCN(c4ccccc4F)CC3)sc21` gave KB-3-1 cytotox inconclusive, ATXN2 expr inh inconclusive and KB-V1 cytotox 5.17µM*.

The closing 2 compounds of the part before come first, to join the parts.
COc1ccc(-n2c(=O)c3c(C)c(C)sc3n(CC(=O)NCc3ccc(C)cc3)c2=O)c(OC)c1 was read as KB-3-1 cytotox 2.4%, ATXN2 expr inh -2.6% and KB-V1 cytotox 13.3%.
`Cn1nc(-c2ccccc2F)c2cc(C(=O)N3CCN(c4ccccc4F)CC3)sc21` gave KB-3-1 cytotox inconclusive, ATXN2 expr inh inconclusive and KB-V1 cytotox 5.17µM*.
`CCOC(=O)c1[nH]c(C)c(C(=O)NCCc2ccccc2)c1C` gave KB-3-1 cytotox -8.1%, ATXN2 expr inh 18.4% and KB-V1 cytotox 2.7%.
COCCNc1oc(-c2ccc(COc3ccc(OC)cc3)o2)nc1C#N was read as KB-3-1 cytotox -26.9%, ATXN2 expr inh -20.9% and KB-V1 cytotox inconclusive.
`COCCCNC(=O)c1ccc(NC(=O)N2CCCCc3ccccc32)cc1` gave KB-3-1 cytotox -6.1%, ATXN2 expr inh 12.1% and KB-V1 cytotox -3.5%.
CN(Cc1ccccc1)c1ccc(-c2nc(-c3cccnc3)no2)cc1[N+](=O)[O-] was read as KB-3-1 cytotox 2.8%, ATXN2 expr inh 7.0% and KB-V1 cytotox inconclusive.
`CCOC(=O)c1cc(S(=O)(=O)Nc2cc(F)ccc2C)[nH]n1` gave KB-3-1 cytotox 0.9%, ATXN2 expr inh 3.4% and KB-V1 cytotox 9.3%.
`Cc1ccc(NC(=O)NCCc2c(C)nn(C)c2C)cc1Cl` gave KB-3-1 cytotox -2.2%, ATXN2 expr inh 13.0% and KB-V1 cytotox -19.7%.
Screening Cc1nc(-c2ccc(C)c(N3CCN(C(=O)Nc4cccc(Cl)c4C)CC3)c2)no1 returned KB-3-1 cytotox -6.2%, ATXN2 expr inh 0.8% and KB-V1 cytotox -8.7%.
Screening Fc1ccccc1N1CCN(c2ncnc3onc(-c4ccc(Cl)cc4)c23)CC1 returned KB-3-1 cytotox 0.0%, ATXN2 expr inh 0.7% and KB-V1 cytotox 0.0%.
`COc1ccc(NC(=O)c2ncoc2-c2ccco2)cc1Cl` gave KB-3-1 cytotox inconclusive, ATXN2 expr inh 3.1% and KB-V1 cytotox -1.6%.
For CC1CCN(C(=O)Cn2c(=O)n(-c3ccc(Cl)cc3)c(=O)c3c4c(sc32)CCC4)CC1 the results were KB-3-1 cytotox 4.2%, ATXN2 expr inh 8.1% and KB-V1 cytotox 7.5%.
For CCOc1ccc(NC(=O)Cn2cc(C(=O)c3ccc(CC)cc3)c(=O)c3cc(OC)c(OC)cc32)cc1 the results were KB-3-1 cytotox -6.5%, ATXN2 expr inh -5.3% and KB-V1 cytotox -14.8%.
For CCCCn1c(SCC(=O)NCc2ccc(C)cc2)nc2c(sc3ccccc32)c1=O the results were KB-3-1 cytotox 15.8%, ATXN2 expr inh 6.6% and KB-V1 cytotox inconclusive.
For Cc1cc2n(n1)CCCN2C(=O)Nc1ccc(Cl)cc1 the results were KB-3-1 cytotox 5.0%, ATXN2 expr inh 3.5% and KB-V1 cytotox 0.0%.
Cc1cccc(C(=O)Nc2ccc(-c3nc4ccccc4s3)c(C)c2)c1 was read as KB-3-1 cytotox 1.6%, ATXN2 expr inh 63.9%[activator] and KB-V1 cytotox 17.3%.
COc1cc(OC)c(C2CC(=O)Nc3ccc4ccccc4c32)cc1OC (stereo not given) was read as KB-3-1 cytotox -10.0%, ATXN2 expr inh -21.5% and KB-V1 cytotox 7.9%.
For CCN(CC)C(=O)c1sc2c(c1C)c(=O)n(CCc1ccccc1)c(=O)n2Cc1ccc(F)cc1Cl the results were KB-3-1 cytotox -2.8%, ATXN2 expr inh 5.7% and KB-V1 cytotox inconclusive.
For CCOc1ccc(NC(=O)CCc2nc3cccnc3n2-c2ccccc2)cc1 the results were KB-3-1 cytotox -18.2%, ATXN2 expr inh -17.5% and KB-V1 cytotox -13.7%.
Cc1ccc(CCNC(=O)c2ccc3c(c2)N(Cc2cccc(F)c2)C(=O)c2ccccc2S3)cc1 was read as KB-3-1 cytotox 11.6%, ATXN2 expr inh 5.8% and KB-V1 cytotox 9.9%.
Screening Cc1ccc2c(=O)cc(C(=O)Nc3sc4c(c3C(=O)NCc3cccnc3)CCCC4)oc2c1C returned KB-3-1 cytotox -5.1%, ATXN2 expr inh 4.0% and KB-V1 cytotox -24.9%.

Grouped by structure: those above containing a cyano group
For N#Cc1ccc(C(=O)Nc2ccc(Cl)c(-c3nc4cc(Cl)ccc4o3)c2)c(F)c1 the results were KB-3-1 cytotox 10.9%, ATXN2 expr inh -23.4% and KB-V1 cytotox 23.0%.
COCCNc1oc(-c2ccc(COc3ccc(OC)cc3)o2)nc1C#N was read as KB-3-1 cytotox -26.9%, ATXN2 expr inh -20.9% and KB-V1 cytotox inconclusive.
